SRC2 inh: inhibits human steroid receptor coactivator 2; Q15596; HEK293 GAL4-SRC2 luciferase reporter, luminescence; inhibition, % at 9 µM; 0.17% of 370,000 active; AID 651957;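 active means inhibition above the mean inhibition of all tested compounds plus 3 SD, set per campaign, cut at about 52% in these data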;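 further: 0% = DMSO treated cells and 100% = cells given Gossypol at 36 µM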
* hit, by the source's call; & = joins results of further samples. This is a subset; count on the stated rates, not on these rows.

SMILES | SRC2 inh
O=C(O)c1cccc(NCc2ccncc2)c1 | 11.0
C[C@@H]1C=CCCO[C@]12C(=O)N(Cc1ccc(Br)cc1)c1ccccc12 | 3.5
COC(=O)c1cc2c(c3c4cc(OC)ccc4n(S(=O)(=O)c4ccccc4)c13)C(=O)N(Cc1ccc(C(F)(F)F)cc1)C2 | -5.4
CCCCNC(=O)C[C@H]1C[C@@]2(C(=O)OC)C(=C[C@H](C(C)C)O[C@@H]2C2CC2)N(Cc2ccc3c(c2)OCO3)C1=O | -8.7
NC(=O)[C@@H]1CCCNc2c(I)cc([N+](=O)[O-])cc2C(=O)N[C@@H](CO)C(=O)NCC(=O)N1 | -3.8
COC(=O)[C@]12C[C@H](CC(=O)NCc3cccc(C(F)(F)F)c3)C(=O)N(Cc3ccco3)C1=C[C@H](COCc1ccccc1)O[C@@H]2C | 6.0
Cc1ccc(-n2c(SCC(=O)c3ccccc3Cl)nnc2-c2cnccn2)cc1 | -18.9
COC(=O)[C@]12C[C@H](CC(=O)N3CCOCC3)C(=O)N(Cc3ccco3)C1=C[C@H](COCc1ccccc1)O[C@@H]2C | 4.2
COc1ccccc1CC(=O)NCCN1C(=O)C2C3C=CC(C3)C2C1=O (centres undefined) | -8.4
Cc1ccc(-c2cc(-c3nnc(SCC(=O)Nc4ccc(OCc5ccccc5)cc4)n3N)[nH]n2)cc1 | -12.9
C=CCN=C1NC(c2ccccc2)C(C(=O)OC)=C(C)N1C (centres undefined) | -7.0
CC(C)(C)C(=O)CSc1nnc(SCc2cccc3ccccc23)s1 | -10.0
CCOC(=O)C1=NOC(C(C)=O)(C(=O)NC2CCCC2)C1 (centres undefined) | -22.3
Clc1ccc2[nH]c3c(NCC4CCCO4)ncnc3c2c1 (centres undefined) | 4.0
O=C(NCCCn1ccnc1)c1cc2c(ccc3ccccc32)o1 | -38.1
COC(=O)[C@]12C[C@H](CC(=O)N3CCC(c4ccccc4)CC3)C(=O)N(Cc3ccccc3)C1=C[C@H](C(C)(C)C)O[C@@H]2C | 3.1
CCOC(=O)CC[C@H]1CC[C@]2(CCCN(C3CCCCC3)C2)O1 | -15.8
CCOC(=O)N1CCN(C(=O)C[C@H]2C[C@@]3(C(=O)OC)C(=C[C@H](C4CCCC4)O[C@@H]3C)N(Cc3cccc4ccccc34)C2=O)CC1 | -1.5
CCOc1ccc2nc(NC(=O)CN3CCN(c4ccccn4)CC3)sc2c1 | 25.8
CC(=O)N1CCN(C(=O)CSc2nc3cccnc3n2C)CC1 | -9.1
COC(=O)C1=C(C)N(Cc2ccccc2C(F)(F)F)C(=NCC2CC2)NC1c1ccc(F)cc1 (centres undefined) | 2.7
CC(CCN1CCC(C(O)(c2ccccc2)c2ccccc2)CC1)Oc1ccc(C#N)c(F)c1 (centres undefined) | -18.0
COC(=O)c1cc(C(c2ccccc2O)C2CCC(C)(C)O2)n2ccccc12 (centres undefined) | -31.7
O=S1(=O)c2c(NCc3ccco3)cccc2Oc2ccccc2CN1Cc1cn(Cc2ccc(Cl)cc2)nn1 | -26.6
CCN(CC)c1ccc2cc(-c3nc(-c4ccc(OC)cc4)cs3)c(=O)oc2c1 | -50.0
O=C1NC(Cc2ccc(O)cc2)c2nc3ccc(Cl)cc3c(=O)n2-c2ccc(Cl)cc21 (centres undefined) | -2.5
O=C(CCCC1=NS(=O)(=O)c2ccccc2N1)N1CCN(c2ccccc2Cl)CC1 | 9.0
CCOC(=O)[C@@]12CCCC=C1N(CCc1ccc(Cl)cc1)C(=O)[C@H]2CC(=O)NCCc1ccccc1OC | 15.5
C/C(=N\Nc1nc(C(=O)O)cs1)c1ccccc1 | 2.6
COc1cccc(NC(=O)CN(C)C(=O)c2cc3c(s2)CCC3)c1 | -33.5
COC(=O)[C@]12C[C@H](CC(=O)N3CCSCC3)C(=O)N(CCc3ccc(OC)c(OC)c3)C1=C[C@H](C(C)(C)C)O[C@@H]2C | 8.7
Cc1ccc(OCc2nnc(SCC(=O)Nc3ccc(S(N)(=O)=O)cc3)n2-c2ccc(Cl)cc2)cc1 | -0.8
C=CCNc1ccc(N2C(=O)C3CCC(C)CC3C2=O)cc1[N+](=O)[O-] (centres undefined) | -4.3
CCOC(=O)[C@@H]1CSCCS(=O)(=O)N1C(=O)[C@H](C)NC(=O)OC(C)(C)C | -26.8
COc1ccc(C(=O)OCCN2CCN(C3CN(Cc4cn(Cc5cccc(C)c5)nn4)S(=O)(=O)C3)CC2)cc1OC (centres undefined) | 15.6
COc1ccc(S[C@]2(C(=O)N(C)C)CC(=O)N(c3ccc(OC)cc3)[C@@H]2c2ccc(OC)cc2)cc1 | -0.9
CCn1cc(C(=O)NCCc2ccc(C)cc2)c(=O)c2cc(S(=O)(=O)N(C)C)ccc21 | 25.8
COC(=O)[C@]12C[C@H](CC(=O)NCc3ccc(OC)c(OC)c3)C(=O)N(Cc3ccccc3)C1=C[C@H](C(C)(C)C)O[C@@H]2C | 12.4
c1ccc(Cc2cnc(N3CCN(Cc4csc5ccccc45)CC3)nc2)cc1 | 28.6
Cc1nn2c3cc(N4CCOCC4)ccc3nc2c2ccccc12 | -71.1

Two consecutive compounds out of the list so far, quoted:
SMILES | SRC2 inh
c1ccc(Cc2cnc(N3CCN(Cc4csc5ccccc45)CC3)nc2)cc1 | 28.6
Cc1nn2c3cc(N4CCOCC4)ccc3nc2c2ccccc12 | -71.1

(cont.)
SMILES | SRC2 inh
Cc1ccc(C2CCC3(CCC(=O)N3CCO)CC2)cc1 (centres undefined) | -26.4&6.5
CN(Cc1ccccc1)S(=O)(=O)c1cccc(C(=O)OCc2ccccc2)c1 | 11.1
Cc1ccnc(NS(=O)(=O)c2ccc(C(C)(C)C)cc2)c1 | 7.7
COc1ccc(CN2CCC(CNC(=O)Nc3ccc(Cl)cc3)CC2)cc1 | 9.6
CC(=O)c1cc(-c2ccc([N+](=O)[O-])cc2)c(=O)n2c1CCC2 | 5.7
Cc1ccc(OCC(C)CN2CCC(C(O)(c3ccccc3)c3ccccc3)CC2)cc1 (centres undefined) | 2.4
O=C(CSc1nnc(Cc2cccs2)n1-c1ccc(Cl)cc1)Nc1ccc(OCc2ccccc2)cc1 | -14.7
COC(=O)[C@@]1(Cc2ccc(OC)cc2)[C@H]2c3cc(C(=O)N(C)C)n(C[C@H](O)CO)c3C[C@H]2CN1C(=O)c1ccccc1 | -3.6
CCCCOc1ccc(C(=O)NC2CCCCN(CCC)C2=O)cc1 (centres undefined) | -7.3
CCCCC#Cc1ccccc1COC[B-](F)(F)F | -42.2
CCn1c(SCC(=O)Nc2ccc(C(C)C)cc2)nnc1-c1ccc(C(C)(C)C)cc1 | 0.0
CCOC(=O)C1=C(C(=O)OCC)C2N(Cc3ccc(Br)cc3)c3ccccc3[C@@]23C[C@@H](C(=O)OC)N(S(=O)(=O)c2ccc(OC)cc2)C3=N1 (some centres undefined) | 8.9
C#CCNC(=O)C[C@H]1C[C@@]2(C(=O)OC)C(=C[C@H](COCc3ccccc3)O[C@@H]2C)N(CCCCCCCC)C1=O | -5.0
CCN=C1NC(c2ccc(Cl)cc2)C(C(=O)OC)=C(C)N1Cc1cccc(C(F)(F)F)c1 (centres undefined) | -7.8
CCCCOc1ccc(C(=O)NC2CCCCN(Cc3ccccc3C)C2=O)cc1 (centres undefined) | 8.9
COc1cccc(CC(=O)NCC2CCN(C(=O)C(=O)c3cccs3)CC2)c1 | -14.0

An excerpt from above in order of the SRC2 inh value, ascending:
SMILES | SRC2 inh
CCN=C1NC(c2ccc(Cl)cc2)C(C(=O)OC)=C(C)N1Cc1cccc(C(F)(F)F)c1 (centres undefined) | -7.8
CCn1c(SCC(=O)Nc2ccc(C(C)C)cc2)nnc1-c1ccc(C(C)(C)C)cc1 | 0.0
CCCCOc1ccc(C(=O)NC2CCCCN(Cc3ccccc3C)C2=O)cc1 (centres undefined) | 8.9

The listing continues:
mol	SRC2 inh
c1ccc(-c2c[nH]c3cccc(C4CCCCC4)c23)cc1	-43.3
Cc1ccc(Cn2cc(CN(C(C)(C)C)S(=O)(=O)c3ccccc3Br)nn2)cc1	-15.1
COC(=O)[C@]12C[C@H](CC(=O)N3CCC(c4ccccc4)CC3)C(=O)N(CCC3=CCCCC3)C1=C[C@H](C(C)(C)C)O[C@@H]2C	-7.8
COC(=O)c1ccc(C)c(NC(=O)Cc2ccc([N+](=O)[O-])cc2)c1	10.8
CCCN1CCS(=O)(=O)N(Cc2cn(Cc3ccc(F)cc3)nn2)C(C(=O)OC)C1 (centres undefined)	1.9
Cc1ccc(NC(=O)Cc2nnc(SCC(=O)c3ccc(Br)cc3)n2C)cc1Cl	-10.4
O=CN1CCN(C(=O)C2CCN(c3ncnc4c3sc3cccc(F)c34)CC2)CC1	0.4
C=C1CCC2C(C)(C)CCC[C@]2(C)[C@H]1CC1=C(O)C(=O)C(CO)=CC1=O (some centres undefined)	62.3*
O=c1c2cc3cc4c(cc3nc2ncn1CCc1ccccc1)OCO4	-33.6
CCOC(=O)C1=NOC(C(=O)NCCO)(C(=O)C2CC2)C1 (centres undefined)	0.9
O=C(CCc1c[nH]c2ccccc12)Nc1ccc(Nc2ccncc2)cc1	-6.6
Cc1nnc(C)n1N=Cc1ccc(Cl)c([N+](=O)[O-])c1	7.0
O=C(NCc1ccccc1)[C@H]1CCCN1C(=O)[C@H]1CCCN1C(=O)c1cc(F)cc(F)c1	-24.0
COC(=O)C1CN(CCc2ccccc2)CCS(=O)(=O)N1Cc1ccc(Cl)cc1 (centres undefined)	-8.9
O=C(CCc1ccccc1)N[C@H]1[C@H](OC(=O)c2ccc3ccccc3n2)CCC[C@@]12C(=O)N(Cc1ccccc1)c1ccccc12	10.0
Cc1n[nH]c(C)c1S(=O)(=O)NCCc1cccc(F)c1	-27.9
CCOC(=O)C1=CCC(c2ccccc2)N(S(C)(=O)=O)C1 (centres undefined)	-0.6
C=CCNC(=O)CN(C(=O)c1ccncn1)c1cccc(Br)c1	13.8
Cc1ccc(-n2c(-c3cccs3)nc3nc4ccccc4nc32)cc1	-45.3
COc1ccc(N2CCN(CCNS(=O)(=O)c3ccc([N+](=O)[O-])cc3)CC2)cc1	9.4
C#CCOCCOCCOCCNc1nc(N2CCN(C(=O)[C@H](Cc3ccc(O)cc3)n3cc([C@@H](N)C(C)CC)nn3)CC2)nc(N2CCN(C(=O)[C@H](Cc3cc4ccccc4[nH]3)n3cc([C@@H](N)CC(C)C)nn3)CC2)n1 (some centres undefined)	10.9
CC1(C)CC2(CCO1)C(Nc1ccccc1)=NC(=S)N2c1ccccc1 (centres undefined)	-19.4
CC/C(=N\NS(C)(=O)=O)c1ccccc1	-2.8
O=S(=O)(CC1NCc2ccccc21)NCCc1ccccc1 (centres undefined)	-18.1
Cc1cccc(Cn2cc(CN3CC(N(C)CCCOC(=O)c4cc5ccccc5o4)CS3(=O)=O)nn2)c1 (centres undefined)	-36.6
CCCCCCN(C(=O)CCCCCN1C(=O)NC(c2ccc(C3CCCCC3)cc2)C(C(=O)OCc2ccccc2)=C1C)C(C(=O)NCCCC)c1ccc(OCC(=O)OC)c(C(=O)OC)c1 (centres undefined)	-9.1
CCOC(=O)[C@]12CCCCC/C=C\1N(Cc1ccc(OC)cc1)C(=O)[C@H]2CC(=O)N1CCCCC1	-3.4
CC(C)C[C@H]1COc2cc(Br)ccc2S(=O)(=O)N1Cc1cn(Cc2ccc(Cl)cc2)nn1	-16.0
C/C(=N\NC(=O)Cc1cccs1)c1ccco1	-12.2
CCCCN1C[C@@H](COCc2ccccc2)Oc2cc(F)ccc2S1(=O)=O	34.9

2 of the compounds above, field by field:
CC/C(=N\NS(C)(=O)=O)c1ccccc1
  SRC2 inh = -2.8
O=S(=O)(CC1NCc2ccccc21)NCCc1ccccc1 (centres undefined)
  SRC2 inh = -18.1

(more compounds)
mol	SRC2 inh
COc1ccc(CN2C(=O)c3ccnn3CC2(C)c2nnnn2-c2c(C)cccc2C)cc1 (centres undefined)	3.4
COC(=O)c1cc(S(=O)(=O)N2CCN(c3ccccc3C)CC2)cn1C	20.3
CC(C)[C@H](NC(=O)c1cccs1)C(=O)N1CCC[C@H]1C(=O)NCc1ccccc1	-14.7
COc1ccc(-c2c(C(=O)c3ccccc3)[nH]c(N)c2C(=O)NCCc2c[nH]c3ccccc23)cc1	-29.5
COC(=O)[C@]12C[C@H](CC(=O)NCc3ccc(OC)c(OC)c3)C(=O)N(Cc3cccc4ccccc34)C1=C[C@H](C(C)(C)C)O[C@@H]2C	10.2
COc1ccc2c(c1)C(NC(=O)C(F)(F)F)CC21CCCCC1 (centres undefined)	-9.8
Cc1occc1-c1nnc(SCc2cc(=O)n3cc(Br)ccc3n2)n1C	7.7
CCOC(=O)CN1CCCc2nc(-c3ccc(OC)cc3)ccc21	-53.8
CCOC(=O)N(C)C[C@@H]1OCc2cn(nn2)CCCC(=O)N([C@H](C)CO)C[C@H]1C	13.1
O=C(NCCc1c[nH]c2ccccc12)OCc1cn(Cc2ccc(F)cc2F)nn1	-16.9
C[C@@H]1COc2cc(Br)ccc2S(=O)(=O)N1Cc1cn(Cc2ccc(F)cc2)nn1	12.8
CC(C)CNS(=O)(=O)/C=C/c1ccccc1CCNC(=O)OC(C)(C)C	1.1
CCOC(=O)[C@]12CCCC=C1N(Cc1ccc(OC)cc1)C(=O)[C@@H]2CC(=O)NCC12CC3CC(CC(C3)C1)C2	7.4
O=C(CCc1ccccc1)N[C@H]1/C(=N/O)CCC[C@]12C(=O)N(Cc1ccccc1)c1ccccc12	10.9
O=C(Nc1ccc(S(=O)(=O)N2CCOCC2)cc1)c1ccc(=O)[nH]c1	-37.0
S=C(SCc1nc(-c2ccc(Cl)cc2)no1)N1CCSCC1	-3.6
CCOC(=O)Cn1cc(CN2CCS(=O)(=O)N(Cc3ccc(OC)cc3)C(C(=O)OC)C2)nn1 (centres undefined)	12.5
COc1ccc(C2=CC(=O)CC(C)(C)C2=O)cc1	-21.3
